# Bioassay records: PubChem, Johns Hopkins Ion Channel Center
# KCNK3 inh: human KCNK3 channel inhibition, primary screen | O14649 | CHO-KCNK3 thallium flux, FluxOR fluorescence; active compounds read low | B-score at 10 µM | 340,000 compounds, 0.84% hits | AID 602410;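 active = B-score under library mean minus 4 SD, starting fluorescence ratio at most library mean plus 5 SD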;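 also: more negative B-score means stronger inhibition of thallium flux through KCNK3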
# Target sequence (O14649 whole entry, looked up): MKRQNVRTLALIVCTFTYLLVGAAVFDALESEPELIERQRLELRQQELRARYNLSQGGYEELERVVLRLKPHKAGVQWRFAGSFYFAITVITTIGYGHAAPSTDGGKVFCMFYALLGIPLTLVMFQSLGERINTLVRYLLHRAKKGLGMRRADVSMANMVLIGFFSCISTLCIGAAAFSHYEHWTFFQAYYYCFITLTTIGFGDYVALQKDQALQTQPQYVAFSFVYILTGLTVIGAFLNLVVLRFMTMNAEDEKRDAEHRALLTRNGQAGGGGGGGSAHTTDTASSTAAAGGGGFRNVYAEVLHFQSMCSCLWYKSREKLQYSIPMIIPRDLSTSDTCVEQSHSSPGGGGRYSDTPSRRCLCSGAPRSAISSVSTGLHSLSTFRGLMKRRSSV
# TMEM16A act: activates or potentiates the mouse TMEM16A chloride channel; AID 623877; HEK293 TMEM16A/YFP-H148Q/I152L, iodide quench fluorescence; active compounds read low; 340,000 compounds, 0.3% hits; B-score at 10 µM; Q8BHY3;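 active = fluorescence-ratio B-score plate-corrected deviation score at least 3 library SD below zero, with starting fluorescence score within 5 deviations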;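 also: channel opened by trigger with iodide after compound preincubation; score built on the fluorescence ratio of max minus min over baseline; more negative score means more quench and so TMEM16A activation or potentiation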
# Calls only; i = inactive.
no. | Compound | KCNK3 inh | TMEM16A act
1 | COc1ccc(C(CNC(=O)c2ccc(C)c(S(=O)(=O)N3CCCCC3)c2)N2CCCC2)cc1 (configuration not stated) | i | i
2 | O=C(Cn1c(NCCCCl)nc2ccccc21)c1ccccc1 | i | i
3 | COc1ccc(OC)c(/C=C/C(=O)OCC(=O)N2C(C)CCCC2C)c1 (configuration not stated) | i | i
4 | COc1cccc(C2=CC(=O)C[C@H](c3ccc4c(c3)OCO4)C2)c1 | i | i
5 | CN(Cc1ccc(OC(F)F)cc1)C(=O)/C=C/c1ccc(S(=O)(=O)N2CCOCC2)cc1 | i | i
6 | N#Cc1ccc(Cl)cc1NC(=O)CNc1cccc(S(=O)(=O)N2CCCC2)c1 | i | i
7 | COc1ccc(OCC(=O)OCC(=O)NC2CCCCC2C)cc1 (configuration not stated) | i | i
8 | Cn1c(SCC(=O)Nc2sccc2C(N)=O)nc2ccccc2c1=O | i | i
9 | Cc1ccc2nc(-c3cccc(SC4CCCCC4)c3)c(NCc3ccccc3)n2c1 | i | i
10 | CCCCCC1C(=O)CCC1CC(=O)OC (configuration not stated) | i | i
11 | O=C(CSc1ccccc1C(=O)N1CCN(c2ccc([N+](=O)[O-])cc2)CC1)N1CCCC1 | i | i
12 | Cc1ccc(S(=O)(=O)N2CCN(CCOc3cccc(C)c3)CC2)cc1 | i | i

# Continuation.
no. | Compound | KCNK3 inh | TMEM16A act
13 | CCCCn1cnc2c(SCc3ccc(Cl)cc3)nc(N)nc21 | i | i
14 | Cc1cc(-n2c(C)cc(C(=O)CSc3ccccn3)c2C)no1 | i | i
15 | CC(=O)c1ccc(OCC(=O)OCC(=O)Nc2sccc2C(N)=O)cc1 | i | i
16 | COc1ccccc1C(=O)NCCC(=O)Nc1cccc(S(=O)(=O)N2CCCC2)c1 | i | i
17 | C=CCN(c1ccc(Br)cc1C(=O)OC)S(C)(=O)=O | i | i
18 | CC(c1ccccc1)N(C)C(=O)CSc1nnc(C2CC2)n1C1CC1 (configuration not stated) | i | i
19 | Cc1ccc(S(=O)(=O)N2CCOCC2)cc1NC(=O)COC(=O)Cc1ccccc1 | i | i
20 | Cc1ccc(S(=O)(=O)N2CCC(C(=O)NN3CCCCC3)CC2)cc1 | i | i
21 | COc1cc(OC)cc(C(=O)N(Cc2ccco2)c2c(N)n(Cc3ccccc3)c(=O)[nH]c2=O)c1 | i | i
22 | O=C(CCc1nc2ccccc2c(=O)[nH]1)N1CCN(S(=O)(=O)c2ccc(F)cc2)CC1 | i | i
23 | CCCOc1ccc(C(=O)Nc2ccc(S(=O)(=O)N3C[C@@H]4C[C@@H](C3)c3cccc(=O)n3C4)cc2)cc1 | i | i
24 | N#CC1(Nc2ccc(Br)cc2)CCCC1 | i | i

# (more compounds)
no. | Compound | KCNK3 inh | TMEM16A act
25 | O=C(NCCC(=O)N(Cc1ccco1)Cc1cccs1)c1ccc(Br)cc1 | i | i
26 | C[C@H]1C(c2ccc(F)cc2)=NN(c2ccccc2)[C@@H]1CO | i | i
27 | COc1ccc(-c2ccc3c(c2)S(=O)(=O)c2cccc(C(=O)NC4CCCC4)c2C3=O)cc1OC | i | i
28 | COc1ccc(Cl)cc1N1C(=O)CC(N2CCN(S(=O)(=O)c3ccccc3F)CC2)C1=O (configuration not stated) | i | i
29 | COc1ccc(C2CC(c3ccccc3)=NN2C(=O)COC(=O)c2cccc(N)c2)cc1 (configuration not stated) | i | i
30 | O=C(Cc1ccc(Br)cc1)N1CCN(C(=O)c2ccccc2)CC1 | i | i
31 | CCOc1ccc(S(=O)(=O)N(C)c2ccc(OCC(=O)Nc3ccccc3F)cc2)cc1 | i | i
32 | CCOC(=O)CNS(=O)(=O)Cc1ccccc1 | i | i
33 | COc1ccc(S(=O)(=O)N2CCCCCC2)cc1C(=O)NCCc1ccccc1 | i | i
34 | O=C1C=C(c2ccc(C(=O)O)c(Cl)c2)C[C@@H](c2ccc3c(c2)OCO3)C1 | i | i
35 | COc1ccc(-c2sc3ccc(-c4ccc5c(c4)OCO5)cc3c2-c2ccc(OC)nc2)cc1 | i | i
36 | O=C(COc1ccccc1)OCC(=O)c1c[nH]c2ccccc12 | i | i

# Sorted by SMILES length (rising): 4 of the compounds above.
no. | Compound | KCNK3 inh | TMEM16A act
33 | COc1ccc(S(=O)(=O)N2CCCCCC2)cc1C(=O)NCCc1ccccc1 | i | i
29 | COc1ccc(C2CC(c3ccccc3)=NN2C(=O)COC(=O)c2cccc(N)c2)cc1 (configuration not stated) | i | i
35 | COc1ccc(-c2sc3ccc(-c4ccc5c(c4)OCO5)cc3c2-c2ccc(OC)nc2)cc1 | i | i
27 | COc1ccc(-c2ccc3c(c2)S(=O)(=O)c2cccc(C(=O)NC4CCCC4)c2C3=O)cc1OC | i | i

# (continued)
no. | Compound | KCNK3 inh | TMEM16A act
37 | COC(=O)[C@]1(C)CCC[C@@]2(C)C3CC[C@@]4(C)C[C@]3(CCC21)CC4=NO (some centres not stated) | i | i
38 | Nc1nc(SCC(=O)Nc2cccc([N+](=O)[O-])c2)n[nH]1 | i | i
39 | Cc1ccc(S(=O)(=O)N2CCN(C(=O)COC(=O)COc3ccccc3C(C)C)CC2)c(C)c1 | i | i
40 | O=c1[nH]c2ccccc2n2c(-c3ccncc3)nnc12 | i | i
41 | O=C(Nc1ccc(Cl)cc1)c1nc[nH]c1C(=O)N1CCN(c2ccccc2)CC1 | i | i
42 | O=S(=O)(/N=C(/Nc1nc2ccccc2s1)c1ccccc1)c1ccccc1 | i | i
43 | Cc1ccc(CNC(=O)c2c(-c3ccccc3)sc3ccccc23)o1 | i | i
44 | CC(Sc1nnc(C2CC2)n1-c1ccccc1)C(=O)N1CCNC1=O (configuration not stated) | i | i
45 | Cc1ccc(C(=O)OCC(=O)NCc2cc(C)c(O)c(C)c2)cc1S(=O)(=O)N1CCCCC1 | i | i
46 | COCCn1cnnc1SCC(=O)Nc1cccc(S(=O)(=O)N2CCCCC2)c1 | i | i
47 | CN(C(=O)c1ccc(NC(=O)Cc2ccc([N+](=O)[O-])cc2)cc1)C1CCCC1 | i | i
48 | Cc1ccc(OCCNC(=O)C2CC(=O)N(Cc3ccccc3)C2)cc1 (configuration not stated) | i | i

# Other results.
no. | Compound | KCNK3 inh | TMEM16A act
49 | COc1cc([C@H]2OC[C@H]3[C@@H]2CO[C@H]3c2ccc(O)c(OC)c2)ccc1O | i | i
50 | CC(C)=CCC[C@](C)(OC1OC(COC2OCC(O)C(O)C2O)C(O)C(O)C1O)C1CC[C@]2(C)C1C(O)CC1[C@@]3(C)CCC(O[C@@H]4O[C@H](CO)C(O)C(O)C4O[C@@H]4OC(CO)C(O)C(O)C4O)C(C)(C)C3CC[C@]12C (some centres not stated) | i | i
51 | Cc1noc(C)c1C(=O)N(CC(=O)Nc1ccccc1Br)Cc1ccco1 | i | i
52 | COc1ccc(C=NNC(=O)NN=Cc2ccc(OC)c(OC)c2)cc1OC | i | i
53 | CC(=NNC(=S)SCc1ccccc1)c1ccccn1 | i | i
54 | CCc1ccc(NC(=O)C(C)Sc2nnc(CN3CCCC3)o2)cc1 (configuration not stated) | i | i
55 | CSCCC(NC(=O)c1ccccc1Cl)C(=O)NCC(c1cccs1)N(C)C (configuration not stated) | i | i
56 | CCOC(=O)N1CCN(C(=O)/C(=C/c2ccc(N(C)C)cc2)NC(=O)c2ccccc2)CC1 | i | i
57 | O=C(COC(=O)c1cnccn1)Nc1cccc(F)c1 | i | i
58 | COc1cccc(/C=C/C(=O)Nc2cc(S(=O)(=O)N3CCOCC3)ccc2OC)c1 | i | i
59 | O=C(Nc1ccc(S(=O)(=O)N2CCOCC2)cc1)c1ccc(Cl)c([N+](=O)[O-])c1 | i | i
60 | CC(=O)Nc1cccc(C(=O)OCC(=O)N2CCN(C(=O)COC(=O)c3cccc(NC(C)=O)c3)CC2)c1 | i | i

# Continuation:
no. | Compound | KCNK3 inh | TMEM16A act
61 | Cc1cccc(C=CC(=O)c2ccccc2)c1 | i | i
62 | Cc1ccc(S(=O)(=O)N2CCCCC2)cc1NC(=O)[C@@H]1CCCN1C(=O)c1cccs1 | i | i
63 | COc1ccc(NC(=O)[C@@H]2CCCN2S(=O)(=O)c2ccc(Cl)cc2)cc1 | i | i
64 | CC(=O)c1sc(NC(=O)c2ccc(F)c(S(=O)(=O)N3CCOCC3)c2)nc1C | i | i
65 | COc1cccc(C(=O)C(=O)c2cccc(OC)c2OC)c1OC | i | i
66 | CC(C)(C)OC(=O)C[C@H]1C/C=C\C[C@H](CC(=O)N(CCO)Cc2ccccc2)C(=O)NC[C@H](c2ccccc2)OC1=O | i | i
67 | CC(C)(C)CC(C)(C)N=C1Nc2ccccc2NC12C[C@H]1CCC(=O)N3CC[C@@H](C2)[C@@H]13 (some centres not stated) | i | i
68 | CSc1nc(N)c2c(n1)N(C)C=NS2(=O)=O | i | i
69 | O=S(=O)(NCC1CN(S(=O)(=O)c2ccc3c(c2)OCCO3)C1)c1c(F)cccc1F | i | i
70 | Cc1ccc(NC(=O)c2ccc([N+](=O)[O-])s2)cc1S(=O)(=O)N1CCOCC1 | i | i
71 | Cc1ccc(NC2=Nc3ccccc3N3C2=Nc2c(c(C)nn2-c2ccccc2)C3c2ccc(O)c(O)c2)cc1 (configuration not stated) | i | i
72 | O=C(CN(Cc1ccco1)C(=O)c1ccc(F)cc1)Nc1ccccc1Br | i | i

# Further records:
no. | Compound | KCNK3 inh | TMEM16A act
73 | C#CCOCCOCCOCCNc1nc(N2CCN(C(=O)[C@H](CCCCN)n3cc([C@@H](N)C(C)CC)nn3)CC2)nc(N2CCN(C(=O)[C@H](Cc3cc4ccccc4[nH]3)n3cc([C@@H](N)C(C)CC)nn3)CC2)n1 (some centres not stated) | i | i
74 | CN(Cc1ccccc1)C(=O)c1ncn(Cc2ccccc2)c1C(=O)N(C)Cc1ccccc1 | i | i
75 | Cc1cc2nc3c(=O)n(C4CCCCC4)c(=O)[nH]c3nc2cc1N | i | i
76 | COc1ccc(CNC(=O)Cn2cnc3c(SC)nc(N)nc32)cc1 | i | i
77 | CN(CC(=O)Nc1ccc(F)c(F)c1F)C(=O)C1COc2ccccc2O1 (configuration not stated) | i | i
78 | O=C(c1ccc(NS(=O)(=O)c2ccc3[nH]c(=O)[nH]c3c2)cc1)N1CCN(c2ccccc2)CC1 | i | i
79 | COc1ccccc1N(CCC#N)C(=S)Nc1ccc(S(=O)(=O)N2CCOCC2)cc1 | i | i
80 | NC(=O)C1CCN(c2nc(-c3cccnc3)cs2)CC1 | i | i
81 | CCN(C(=O)CSc1nnc(-c2ccc(F)cc2)n1C)C1CCS(=O)(=O)C1 (configuration not stated) | i | i
82 | COC(=O)/C=C/c1sc2nc(C)cc(C)c2c1N=CN(C)C | i | i
83 | CCOc1ccc(S(=O)(=O)Nc2cccc(C(=O)NCC(c3ccco3)N3CCCC3)c2)cc1 (configuration not stated) | i | i
84 | CCN1CCN(c2oc(-c3ccccc3C)nc2S(=O)(=O)c2ccccc2)CC1 | i | i

# (further entries)
no. | Compound | KCNK3 inh | TMEM16A act
85 | COc1ccc(C(=O)OCC(=O)NCC2CCCCC2)cc1F | i | i
86 | COc1cccc(NC(=O)CN(C)C(=O)C(C)Sc2ccccc2)c1 (configuration not stated) | i | i
87 | NC(=O)C1CCN(c2oc(-c3cccs3)nc2S(=O)(=O)c2ccc(Cl)cc2)CC1 | i | i
88 | Cc1ccc(S(=O)(=O)NCC(=O)OCC(=O)N2CC(C)OC(C)C2)cc1 (configuration not stated) | i | i
89 | CC(C)(C)OC(=O)C[C@H]1C/C=C\C[C@H](CC(=O)N[C@H](CO)Cc2ccccc2)C(=O)N[C@H](C(C)(C)C)COC1=O | i | i
90 | CCOc1ccc(S(=O)(=O)N2CCN(C(=O)c3cc([N+](=O)[O-])ccc3N3CCOCC3)CC2)cc1 | i | i
91 | O=C1CCN(Cc2ccc(Cl)cc2Cl)C(=O)N1 | i | i
92 | Cc1cc(NC(=O)C(C)SCC(=O)N(C)Cc2c(F)cccc2Cl)no1 (configuration not stated) | i | i
93 | COc1cccc(NC(=O)CN(C)C(=O)/C=C/c2cn(-c3ccccc3)nc2-c2ccc(OC)c(OC)c2)c1 | i | i
94 | O=C1N(c2ccccc2C(F)(F)F)O[C@]1(c1ccccc1)C1CCCCC1 | i | i
95 | CC1Cc2ccccc2N1C(=O)COC(=O)c1ccc([N+](=O)[O-])o1 (configuration not stated) | i | i
96 | CN(C)CC(NC(=O)c1cccc(S(=O)(=O)Nc2ccc3c(c2)OCO3)c1)c1ccccc1 (configuration not stated) | i | i

# Continuation:
no. | Compound | KCNK3 inh | TMEM16A act
97 | COc1ccccc1C(=O)COC(=O)C1(C)CC1(Cl)Cl (configuration not stated) | i | i
98 | O=C(c1ccc(=O)[nH]n1)N1CCN(S(=O)(=O)c2cccc(F)c2)CC1 | i | i
99 | O=c1[nH]c(=S)[nH]cc1Oc1ccc(Br)cc1Br | i | i
100 | CCOc1ccc(OCc2ccc(C(=O)Nc3cccnc3)cc2)cc1 | i | i
101 | Cc1cccc(NS(=O)(=O)c2ccc(C)c(NS(=O)(=O)c3cccs3)c2)c1 | i | i
102 | Cc1ccc(C(=O)Nc2cccc(S(=O)(=O)N3CCCCC3)c2)cc1[N+](=O)[O-] | i | i
103 | COc1ccc(S(=O)(=O)Nc2cccc3c2O[C@H](CN(C)C(=O)NC2CCCCC2)[C@@H](C)CN([C@H](C)CO)C3=O)cc1 | i | i
104 | CN(C)c1ccc(S(=O)(=O)NCC(=O)N2CCN(S(=O)(=O)c3cccc(F)c3)CC2)cc1[N+](=O)[O-] | i | i
105 | CCOC(=O)NC(=O)CSc1ccc(S(=O)(=O)N2CCCCC2)cn1 | i | i
106 | COc1ccc(C(=O)NC(=O)CSc2n[nH]c(N)n2)cc1 | i | i
107 | C=CCN(c1ccccc1OC)S(=O)(=O)c1cccc(C(=O)OCC(=O)c2c(N)n(C)c(=O)n(C)c2=O)c1 | i | i
108 | COc1cc2oc(=O)cc(-c3cccc(-c4cccc(C)c4)c3)c2c(OC)c1OC | i | i
109 | COc1ccc(C)cc1NC(=O)COC(=O)c1ccc2c(c1)OCCO2 | i | i

# Some of the compounds tested; rates above refer to the full screens.
